# Screens: PubChem BioAssay, National Center for Advancing Translational Sciences (NCATS)
# rTrxR1 inhibitor – qHTS Assay for Inhibitors of Mammalian Selenoprotein Thioredoxin Reductase 1 (TrxR1): qHTS. recombinant rTrxR1, NADPH fluorescence consumption, selenite substrate. Potency, µM (doses to about 114 µM), for the others: at the top dose activity change, negative = inhibition, actives largely listed as inhibitors. 1% of 390,000 active; further: potency means the concentration at half of the fitted maximal effect; on the % scale 0 is the no-effect control and ±100 the full control effect; nearly all actives have a fitted effect of over 65% in size
# Target sequence (O89049 whole entry, looked up): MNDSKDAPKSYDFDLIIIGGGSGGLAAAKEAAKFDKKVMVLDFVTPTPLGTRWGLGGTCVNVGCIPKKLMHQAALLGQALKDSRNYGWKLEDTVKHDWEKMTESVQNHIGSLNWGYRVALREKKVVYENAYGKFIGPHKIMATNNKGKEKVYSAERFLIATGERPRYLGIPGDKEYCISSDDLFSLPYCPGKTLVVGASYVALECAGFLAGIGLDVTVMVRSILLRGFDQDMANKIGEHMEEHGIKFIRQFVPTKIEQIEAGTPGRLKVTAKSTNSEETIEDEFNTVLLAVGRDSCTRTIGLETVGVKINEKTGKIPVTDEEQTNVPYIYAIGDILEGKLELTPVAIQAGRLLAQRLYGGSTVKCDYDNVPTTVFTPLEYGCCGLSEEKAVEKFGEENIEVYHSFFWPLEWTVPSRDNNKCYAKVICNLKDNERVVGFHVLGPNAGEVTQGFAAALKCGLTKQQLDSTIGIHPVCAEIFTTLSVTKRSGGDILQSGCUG
#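 Rat TrxR1 (90 nM in the dispensed reagent) was pre-reduced with 400 uM NADPH for 5 min at room temperature, then incubated with compound for 15 min. After 400 uM selenite was added, NADPH fluorescence (Ex 340/Em 450 nm) was followed for 8 min.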
# Pin1 inhibitor – qHTS Assay to Find Inhibitors of Pin1. 0.009% of 390,000 active. Pin1 FP peptide displacement, HiFluor488, 10 min. Potency, µM (titrated, usually from 115 µM), for the others: at the highest dose activity, negative = inhibition, most hits filed as inhibitors. Peptidyl-prolyl cis-trans isomerase NIMA-interacting 1 (Homo sapiens), Q13526; active means well fitted inhibition curve with a large enough effect in the polarisation, with a control signal flat, not every such curve was filed as active; inconclusive means small, poorly fitted or top-dose-only effect, or effect the other way, or a change in a side signal; inactive means no such curve, though single readings can be large or run the other way; the % refers to the polarisation; further: potency means the concentration at half of the fitted maximal effect; on the % scale 0 is the no-effect control and ±100 the full control effect
# Target sequence (Q13526 whole entry, looked up): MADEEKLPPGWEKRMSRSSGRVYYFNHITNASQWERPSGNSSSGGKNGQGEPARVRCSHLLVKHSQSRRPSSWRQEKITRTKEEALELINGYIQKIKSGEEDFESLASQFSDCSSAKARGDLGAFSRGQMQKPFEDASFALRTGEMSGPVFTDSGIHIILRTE
# mIDH1 inhibitor – qHTS for Inhibitors of mutant isocitrate dehydrogenase 1 (IDH1): qHTS | Potency, µM (highest dose often 76.6 µM), inactives show at the highest dose activity change, negative = inhibition, actives largely listed as inhibitors | 0.093% of 390,000 active | IDH1-R132H enzyme, NADPH consumption, diaphorase/resazurin fluorescence | AID 602179, 2012; further: potency means the concentration at half of the fitted maximal effect; on the % scale 0 is the no-effect control and ±100 the full control effect; nearly all actives have a fitted effect of over 65% in size
# Target sequence (O75874 whole entry R132H, stated change not applied): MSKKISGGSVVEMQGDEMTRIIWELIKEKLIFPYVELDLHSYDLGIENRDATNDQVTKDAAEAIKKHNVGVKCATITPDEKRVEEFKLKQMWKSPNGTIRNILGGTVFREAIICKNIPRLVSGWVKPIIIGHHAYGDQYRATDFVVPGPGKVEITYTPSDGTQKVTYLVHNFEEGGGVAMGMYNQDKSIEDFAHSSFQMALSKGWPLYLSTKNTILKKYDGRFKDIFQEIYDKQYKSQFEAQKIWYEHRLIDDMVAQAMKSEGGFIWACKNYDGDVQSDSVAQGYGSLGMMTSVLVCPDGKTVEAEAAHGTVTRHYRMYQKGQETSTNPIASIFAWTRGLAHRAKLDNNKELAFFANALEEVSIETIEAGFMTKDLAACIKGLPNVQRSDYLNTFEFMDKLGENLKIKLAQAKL
#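 IDH1-R132H (0.5 ug/mL) preincubated 30 min with compound, then NADPH (0.016 mM) and alpha-KG (2 mM) added; 80 min at RT, pH 7.5. Remaining NADPH coupled via diaphorase/resazurin to fluorescence (540/590 nm); concentration-response curves normalized to no-enzyme control.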
# USP1-UAF1 inh – Inhibitors of USP1/UAF1: Primary Screen | Potency, µM (titrated, usually from 57.1 µM), for the others: top-dose activity change, negative = inhibition, hits mostly inhibitors | 0.23% of 390,000 active | recombinant USP1/UAF1, Ub-Rhodamine cleavage fluorescence; further: potency means the concentration at half of the fitted maximal effect; on the % scale 0 is the no-effect control and ±100 the full control effect; nearly all actives have a fitted effect of over 60% in size; inactives centre near -12
#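 USP1/UAF1 complex (1 nM) preincubated 15 min at room temperature with compound, then Ub-Rho substrate (150 nM final) added. Kinetic fluorescence at 480/540 nm over 6 reads at 60 s intervals; 50 mM HEPES pH 7.8, 0.5 mM EDTA, 0.1 mg/ml BSA, 1 mM TCEP, 0.01% Tween-20.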
# GLS inhibitor – qHTS for Inhibitors of Glutaminase (GLS) | Glutaminase kidney isoform, mitochondrial (Homo sapiens), O94925 | GLS enzymatic activity, qHTS titration | Potency, µM (top dose mostly 45.5 µM), for the others: at the top dose activity change, negative = inhibition, hits mostly inhibitors | 0.21% of 410,000 active; further: potency means the concentration at half of the fitted maximal effect; on the % scale 0 is the no-effect control and ±100 the full control effect
#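 Enzyme dispensed in phosphate buffer (45 mM, pH 8.2, 0.02% Tween-20), compounds pinned in, then 1 mM L-glutamine solution and the glutamate oxidase–HRP–Amplex Red mix added; fluorescence read immediately and again after 30 min at room temperature.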
# PI4K2A inh – qHTS for small molecular inhibitors of PI4K2A; Phosphatidylinositol 4-kinase type 2-alpha (Homo sapiens), Q9BTU6; purified PI4K2A, ADP-Glo luminescence, 1 h; stronger effect = lower value; activity change, negative = inhibition, % at 76.9 µM; 0.13% of 420,000 active; in the data active means activity change below about -50%; inconclusive means mostly about -30% to -49%;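 further: -100% = wells without enzyme as full effect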
#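 In this quantitative HTS, ADP production by PI4K2A was quantified luminescently after 1 h at ambient temperature; 100 microM adenosine served as plate-quality control.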
# Tb PGK inh – qHTS Assay to Find Inhibitors of Phosphoglycerate Kinase; Potency, µM (top dose mostly 57.5 µM), for inactives: at the top dose activity change, negative = inhibition, usual class: inhibitors; 0.043% of 380,000 active; PGK/GAPDH coupled, Kinase-Glo luminescence, 60 min; further: potency means the concentration at half of the fitted maximal effect; on the % scale 0 is the no-effect control and ±100 the full control effect; nearly all actives have a fitted effect of over 60% in size
#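 Luminescent ATP detection (Kinase-Glo Plus) follows a 60-minute room-temperature incubation, with wells lacking PGK as controls. Buffer: 100 mM TEA (pH 7.6), 5 mM MgCl2, 0.01% Tween-20. Coupling enzyme GAPDH (100 nM final) supplies unstable 1,3-BPG in-well.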
# TrxR1 substrate – qHTS Assay for Substrates of Mammalian Selenoprotein Thioredoxin Reductase 1 (TrxR1): qHTS. purified TrxR1 substrate turnover, NADPH consumption readout. Potency, µM (top dose mostly 114 µM), inactives show at the highest dose activity change, negative = substrate turnover. Thioredoxin reductase 1, cytoplasmic (Rattus norvegicus), O89049. AID 588456, 2011. 0.01% of 390,000 active; further: potency means the concentration at half of the fitted maximal effect; on the % scale 0 is the no-effect control and ±100 the full control effect; nearly all actives have a fitted effect of over 50% in size
#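 Rat TrxR1, dispensed at 90 nM, was prereduced with 400 uM NADPH (final) for 5 min at ~22 deg C, then incubated with compound 15 min before 400 uM selenite. A first-read NADPH fluorescence drop versus no-compound background flagged substrates.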
# HP1b binding inh – HTS for Inhibitors of HP1-beta Chromodomain Interactions with Methylated Histone Tails; AlphaScreen HP1-beta / biotin-H3K9me3 peptide binding; Chromobox protein homolog 1 (Homo sapiens), P83916; 0.56% of 390,000 active; Potency, µM (highest dose often 114 µM), for the others: at the highest dose activity change, negative = inhibition, usual class: inhibitors; further: potency means the concentration at half of the fitted maximal effect; nearly all actives have a fitted effect of over 70% in size; inactives centre near 23
#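 Compound inhibition of the preformed complex between 50 nM HP1-beta and 50 nM biotinylated H3K9me3 peptide was read by AlphaScreen. Buffer was PBS pH 7.4 with 0.01% Tween-20. Incubations ran 30 min at room temperature, with 10 ug/mL donor/acceptor beads.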
# * marks the source's active call; other numbers are inactive results; i = inactive; ? = inconclusive; . = no result given; [ ] = remark or other dose. Unless noted, the call rests on the fitted dose curve; in most records, active means well fitted curve in the direction sought with a large enough effect; inconclusive means small, poorly fitted or top-dose-only effect, or another doubt; inactive means no such curve, though single readings can be large; an effect the other way counts as inactive or inconclusive.
mol,rTrxR1 inhibitor,Pin1 inhibitor,mIDH1 inhibitor,USP1-UAF1 inh,GLS inhibitor,PI4K2A inh,Tb PGK inh,TrxR1 substrate,HP1b binding inh
CC(C)NC(=O)NC(=O)COc1c(F)c(F)cc(F)c1F,8%[57.1 µM],-3%,5%,2%,2%,-8,1%,7%[57.1 µM],21%
CCCCCCOC(=O)C[N+](C)(C)CCOC1CC2CCC1(C)C2(C)C (centres undefined),2%,7%,0%,-1%,2%,2,0%,-10%,37%
COc1ccc(CNC(=O)c2cc3c(=O)n4cccc(C)c4nc3s2)cc1,4%,2%,8%,-12%,-5%,-3,-3%,5%,8%
Cc1nc(N2CCN(c3ccccc3)CC2)nc2c1C(=O)CC(c1ccccc1)C2 (centres undefined),16%,24%,0%,-17%,2%,-1,-6%,9%,18%
O=C(O)CSc1cccnc1Sc1ccc(Cl)cc1,34%,-12%,4%,-25%,5%,-6,-9%,10%,44%[activator]
O=C(Nc1ccc(Cl)cc1C(F)(F)F)c1ccc(Cl)cc1,10%[57.1 µM],-3%,4%,-16%,4%,2,-1%,-5%,20%
O=C(NCC1CCCO1)c1ccccc1NS(=O)(=O)c1ccc(F)cc1 (centres undefined),11%,-10%,3%,-15%,-4%,-7,i,12%,32%
N#Cc1c(N)n[nH]c1CCCN,18%,-10%,1%,1%,10%,-2,-4%,8%,12%
Cc1cc(C)nc(SCNC(=O)c2ccc(Cl)cc2)n1,?,-2%,6%,-2%,-20%,-2,-2%,-2%,41%[activator]
Cc1nc(NC(=O)CSc2nnc(-c3ccc4c(c3)OCO4)o2)c(Cl)cc1Cl,-4%,4%,-6%,-19%,-2%,3,-8%,-3%,38%
C=CCOc1ccn(C)c(=O)n1,2%[57.1 µM],-1%,3%,-22%,-8%,-2,i,0%[57.1 µM],23%
Cc1ccc(CN2C(=O)c3ccccc3NC2c2cc(Br)ccc2O)cc1 (centres undefined),19%,2%,-4%,-15%,-7%,-6,-1%,58%[activator],-12%
CCCOc1ccc(S(=O)(=O)N2CCCC2)cc1[N+](=O)[O-],8%,-1%,-15%,-9%,10%,1,6%,-1%,13%
Cc1cc(NS(=O)(=O)c2ccc(NC(=O)/C=C/c3ccccc3)cc2)no1,7%,0%,-10%,-10%,4%,-1,4%,-5%,-3%
Cc1cc(C)c2nc(N3C(=O)C(O)=C(C(=O)c4ccco4)C3c3ccco3)sc2c1 (centres undefined),-9%,.,12%,-10%,?,-7,-10%,5%,-21%
Cc1nnc(N2CCCC(C(=O)NCc3ccc(OC(C)C)cc3)C2)c2nn(-c3ccccc3)c(C)c12 (centres undefined),9%[57.1 µM],32%[activator],0%,0%,2%,-2,-3%,10%[57.1 µM],57%[activator]

# Ordered by the number under PI4K2A inh (lowest first): six from the list above
structure	rTrxR1 inhibitor	Pin1 inhibitor	USP1-UAF1 inh	GLS inhibitor	PI4K2A inh	Tb PGK inh	TrxR1 substrate	HP1b binding inh
CC(C)NC(=O)NC(=O)COc1c(F)c(F)cc(F)c1F	8%[57.1 µM]	-3%	2%	2%	-8	1%	7%[57.1 µM]	21%
Cc1cc(C)c2nc(N3C(=O)C(O)=C(C(=O)c4ccco4)C3c3ccco3)sc2c1 (centres undefined)	-9%	.	-10%	?	-7	-10%	5%	-21%
C=CCOc1ccn(C)c(=O)n1	2%[57.1 µM]	-1%	-22%	-8%	-2	i	0%[57.1 µM]	23%
Cc1cc(NS(=O)(=O)c2ccc(NC(=O)/C=C/c3ccccc3)cc2)no1	7%	0%	-10%	4%	-1	4%	-5%	-3%
CCCCCCOC(=O)C[N+](C)(C)CCOC1CC2CCC1(C)C2(C)C (centres undefined)	2%	7%	-1%	2%	2	0%	-10%	37%
Cc1nc(NC(=O)CSc2nnc(-c3ccc4c(c3)OCO4)o2)c(Cl)cc1Cl	-4%	4%	-19%	-2%	3	-8%	-3%	38%

# (more compounds)
mol,rTrxR1 inhibitor,Pin1 inhibitor,mIDH1 inhibitor,USP1-UAF1 inh,GLS inhibitor,PI4K2A inh,Tb PGK inh,TrxR1 substrate,HP1b binding inh
Cc1cccn2c(=O)c3cc(C#N)c(=O)n(-c4nnc(SCc5ccc(Cl)cc5)s4)c3nc12,-7%,?,.,0%,-23%,-19,.,34%[activator],42%[activator]
CCOc1ccc2[nH]c(=O)c(CN(Cc3ccccc3)C(=O)N3CCCC3)cc2c1,10%,1%,1%,-14%,3%,3,-9%,14%,13%
Cn1c(-c2ccc(F)cc2)cnc1NCc1cccc([N+](=O)[O-])c1,1%,-7%,5%,-4%,20%,3,0%,-1%,?
C=CCc1c(OC)ccc2c1c(S(=O)(=O)c1ccc(C)cc1)cn2COC,12%[57.1 µM],-1%,10%,-10%,-12%,1,-3%,-2%[57.1 µM],23%
Oc1ccccc1C=Nc1cccc2ccccc12,26%,-2%,-1%,-23%,-11%,0,3%,67%[activator],29%
COc1cccc(/C=N/Nc2nc(N3CCCC3)nc(N3CCCC3)n2)c1O,2%,1%,-1%,?,1%,1,-7%,-11%,6%
O=C(c1ccc(CNS(=O)(=O)c2ccc(F)cc2)cc1)N1CCCCCC1,.,.,3%,-24%,-1%,9,-5%,.,.
C=C1CCN([C@@H](CC(C)C)C(=O)O)S(=O)(=O)c2ccccc21,-13%[57.1 µM],3%,-1%,-18%,9%,-1,-6%,2%,27%
COc1ccc(C)cc1S(=O)(=O)Nc1ccc(F)c(Cl)c1,10%[57.1 µM],7%,2%,-14%,6%,8,7%,13%[57.1 µM],41%
CN(Cc1ccccc1)C(=O)c1ccc2c(c1)OCCO2,-5%,6%,-2%,-11%,-4%,-2,-4%,0%,23%
O=S1(=O)C2CC3C=CC2(CN1Cc1cccc(F)c1)O3 (centres undefined),12%,-7%,.,.,.,.,.,-7%,44%[activator]
O=C(c1ccco1)N1CCCSC1=Nc1ccccc1,36%,-5%,0%,-2%,-3%,-13,-4%,16%,9%
Cc1ccc(NC(=O)C(c2ccccc2)N(C)C)cc1Cl (centres undefined),-1%,2%,5%,-19%,-3%,8,-9%,-4%[57.1 µM],43%[activator]
Cc1nc(SCC(=O)Nc2ccc(C)c(Cl)c2)cc(-c2ccccc2)n1,6%,?,-1%,12%,6%,-1,i,0%,71%[activator]
O=C(Cn1c(=O)nc(-c2ccccc2)c2ccccc21)Nc1ccc(Cl)c(C(F)(F)F)c1,16%[57.1 µM],3%,-10%,-13%,2%,9,-3%,8%[57.1 µM],33%
COc1cc(/C=N/NC(=O)c2cc(-c3ccco3)nc3ccccc23)cc(OC)c1O,13µM*,?,0%,-2%,10%,-21,0%,0%[57.1 µM],23%
COc1ccc2[nH]c(=O)c(CN(CCc3ccccc3)Cc3nnnn3CC3CCCO3)cc2c1 (centres undefined),-36%,-17%,5%,?,6%,-2,-3%,42%[activator],13%
COC(=O)c1cc(=O)n(CCc2ccccc2F)c(=Nc2ccc(F)c(Cl)c2)s1,15%[57.1 µM],3%,7%,?,-14%,3,-4%,-1%[57.1 µM],3%
O=C(CSc1nc2ncc(Cl)cc2[nH]1)N1CCC(Cc2ccccc2)CC1,43%[activator],11%,6%,-5%,4%,-3,-1%,21%,2%
O=S(=O)(c1ccccc1)N1CCN(Cc2c(O)ccc3ccccc23)CC1,?,-3%,3%,-4%,12%,-14,-3%,8%,22%
CC(C)c1ccc(N(CC(=O)NCC2CCCO2)C(=O)Cn2nnc(-c3cccs3)n2)cc1 (centres undefined),4%,-3%,19%,-16%,-7%,9,-6%,0%,46%[activator]
COCC(C)NC(=O)c1cccc(Cl)c1 (centres undefined),12%,0%,2%,-11%,3%,-2,-1%,6%,51%[activator]
CC1CCCN(C(=O)CNS(=O)(=O)c2cccs2)C1 (centres undefined),17%,3%,-9%,-11%,5%,-1,-3%,3%,-14%
COc1ccc(-c2ccnc(SCC(=O)N3CCOCC3)n2)cc1,32%,-8%,12%,2%,8%,-5,.,27%,5%

# Structures above with a nitro group on carbon (2):
mol,rTrxR1 inhibitor,Pin1 inhibitor,mIDH1 inhibitor,USP1-UAF1 inh,GLS inhibitor,PI4K2A inh,Tb PGK inh,TrxR1 substrate,HP1b binding inh
CCCOc1ccc(S(=O)(=O)N2CCCC2)cc1[N+](=O)[O-],8%,-1%,-15%,-9%,10%,1,6%,-1%,13%
Cn1c(-c2ccc(F)cc2)cnc1NCc1cccc([N+](=O)[O-])c1,1%,-7%,5%,-4%,20%,3,0%,-1%,?

# rTrxR1 inhibitor: entries above that show a hit
molecule	rTrxR1 inhibitor	Pin1 inhibitor	USP1-UAF1 inh	GLS inhibitor	PI4K2A inh	Tb PGK inh	TrxR1 substrate	HP1b binding inh
COc1cc(/C=N/NC(=O)c2cc(-c3ccco3)nc3ccccc23)cc(OC)c1O	13µM*	?	-2%	10%	-21	0%	0%[57.1 µM]	23%

# Only part of the results is shown (hit frequency here may not be typical).
